Vif-A3F inh – qHTS for Inhibitors of Vif-A3F Interactions: qHTS; HeLa A3F-eYFP + Vif (tagged APOBEC3F with the HIV-1 protein that degrades it), YFP fluorescence increase; hit rate 0.2% among 390,000; Potency, µM (top dose mostly 46.1 µM), inactives show at the highest dose activity, negative = active; AID 602313, 2012; note: potency is the fitted concentration of half-maximal effect; % of control where 0% means no effect; nearly all actives have a fitted effect of over 65% in size
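HeLa cells stably expressing Vif plus C-terminally eYFP-tagged A3F were seeded, incubated overnight at 37 deg C, dosed with compound, incubated overnight again at 37 deg C. Yellow fluorescence (Ex 488/Em 500-530) reported blocked Vif-mediated A3F-eYFP degradation.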
D2 antag – HTS Assay for Allosteric Antagonists of the Human D2 Dopamine Receptor: Primary Screen for Antagonists; HEK293 TREx D2 cells, calcium flux, dopamine EC80; hit rate 2% among 340,000; AID 485344, 2010; inhibition, % at 10 µM; in the data active = inhibition above about 30%; note: 0% is about no effect
Target sequence (P14416 whole entry, looked up): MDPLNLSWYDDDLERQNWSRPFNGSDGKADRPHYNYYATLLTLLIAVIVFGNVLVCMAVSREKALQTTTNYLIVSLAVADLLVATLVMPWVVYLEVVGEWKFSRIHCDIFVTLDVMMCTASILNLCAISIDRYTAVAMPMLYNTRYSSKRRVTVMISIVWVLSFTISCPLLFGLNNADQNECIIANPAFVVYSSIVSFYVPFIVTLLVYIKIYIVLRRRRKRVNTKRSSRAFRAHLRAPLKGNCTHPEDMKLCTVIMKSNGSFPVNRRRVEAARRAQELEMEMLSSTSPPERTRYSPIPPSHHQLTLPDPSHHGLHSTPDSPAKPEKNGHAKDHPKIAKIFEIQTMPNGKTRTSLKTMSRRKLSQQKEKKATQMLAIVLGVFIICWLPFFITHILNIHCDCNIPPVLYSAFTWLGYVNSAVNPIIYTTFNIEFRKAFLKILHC
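Read-out: kinetic calcium fluorescence (1 cycle/s) in inducible HEK293 T-REx D2 cells after an EC80 dopamine addition that followed 180 s compound preincubation. Loss of the dopamine response indicates antagonism.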
Glioma ERSR ind – qHTS for Inducers of the Endoplasmic Reticulum Stress Response (ERSR) in Human Glioma: qHTS. U87-MG GRP78 promoter luciferase reporter, 16 h. Potency, µM, inactives show at the highest dose activation, usual class: activators. hit rate 0.02% among 420,000. AID 602332, 2012; note: potency is the fitted concentration of half-maximal effect; series mostly up to about 76 µM; % of control where 0% means no effect; nearly all actives have a fitted effect of over 35% in size
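Stably transfected U87-MG glioma cells carrying a GRP78-based luciferase sensor; 16 h compound incubation. Luminescence end-point read 10 min after Bright-Glo addition at room temperature.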
12-LOX inh – Primary qHTS assay for inhibitors of human arachidonate 12S-lipoxygenase (ALOX12): Round 2 | Polyunsaturated fatty acid lipoxygenase ALOX12 (Homo sapiens), P18054 | purified 12hLO, xylenol orange hydroperoxide absorbance | Potency, µM (highest dose often 108 µM), for the others: at the top dose activity change, negative = inhibition, actives largely listed as inhibitors | hit rate 1.1% among 580,000 | AID 1671190, 2021; note: potency is the fitted concentration of half-maximal effect; % is set by controls: 0 for no effect and ±100 for the full control effect
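Purified human 12hLO at 150 nM in 25 mM Hepes, 0.01% Triton X-100, pH 7.0, preincubated 15 min at room temperature with compound. Reaction started with 40 uM arachidonic acid, 30 min at room temperature. Hydroperoxide measured by Fe-xylenol orange, 573/405 nm absorbance ratio.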
D2 ag – HTS Assay for Allosteric Agonists of the Human D2 Dopamine Receptor: Primary Screen for Agonists; D(2) dopamine receptor (Homo sapiens), P14416; HEK293 T-REx D2 cells, calcium flux agonist mode; activation, % at 2 µM; hit rate 0.53% among 340,000;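 active = activation over 3 SD above normal in the single-dose calcium agonist read, cut at about 30% in these data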; note: 0% is about no effect
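Calcium-flux readout, 1 cycle/sec over 180 s following compound pin transfer, in inducible HEK293 Trex D2 cells (force-coupled); dopamine controls included. Positive calcium responses during this window marked compounds as potential agonists.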
Vif-APOBEC3G blk – qHTS for Inhibitors of Vif-A3G Interactions: qHTS; DNA dC->dU-editing enzyme APOBEC-3G (Homo sapiens), Q9HC16; HeLa A3G-eYFP + Vif (tagged APOBEC3G with the HIV-1 protein that degrades it), YFP fluorescence, overnight; Potency, µM (titrated, usually from 46.1 µM), for inactives: top-dose activity, negative = active, most hits filed as inhibitors; hit rate 0.076% among 410,000; AID 602310, 2012;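 note: potency is the fitted concentration of half-maximal effect; % is set by controls: 0 for no effect and ±100 for the full control effect; nearly all actives have a fitted effect of over 60% in size; hits raise eYFP signal because A3G escapes Vif-driven loss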
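HeLa cells stably expressing Vif and C-terminally eYFP-tagged A3G, seeded overnight at 37 deg C, then exposed to compound by pintool overnight at 37 deg C. Rise in yellow fluorescence (Ex 488/Em 500-530, Acumen) marks blocked Vif-driven A3G degradation.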
ERG Ets-DNA blk – qHTS for Small Molecule Inhibitors of the ERG Ets/DNA interaction | fluorescence polarization, His-ERG Ets domain / labelled DNA | AID 624246, 2012 | hit rate 0.028% among 370,000 | Potency, µM (titrated, usually from 76.9 µM), for the others: at the highest dose FP activity, negative = inhibition, actives largely listed as inhibitors; active = well fitted inhibition curve with a large enough effect in the polarisation, with a control signal flat; inconclusive = small, poorly fitted or top-dose-only effect, or effect the other way, or a change in a side signal; inactive = no such curve, though single readings can be large or run the other way; the % refers to the polarisation;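 note: polarization taken with two DNA probes labelled with fluorescein and Texas red; potency is the fitted concentration of half-maximal effect; % of control where 0% means no effect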
Target sequence (P11308 whole entry, looked up, the tested form may be a part): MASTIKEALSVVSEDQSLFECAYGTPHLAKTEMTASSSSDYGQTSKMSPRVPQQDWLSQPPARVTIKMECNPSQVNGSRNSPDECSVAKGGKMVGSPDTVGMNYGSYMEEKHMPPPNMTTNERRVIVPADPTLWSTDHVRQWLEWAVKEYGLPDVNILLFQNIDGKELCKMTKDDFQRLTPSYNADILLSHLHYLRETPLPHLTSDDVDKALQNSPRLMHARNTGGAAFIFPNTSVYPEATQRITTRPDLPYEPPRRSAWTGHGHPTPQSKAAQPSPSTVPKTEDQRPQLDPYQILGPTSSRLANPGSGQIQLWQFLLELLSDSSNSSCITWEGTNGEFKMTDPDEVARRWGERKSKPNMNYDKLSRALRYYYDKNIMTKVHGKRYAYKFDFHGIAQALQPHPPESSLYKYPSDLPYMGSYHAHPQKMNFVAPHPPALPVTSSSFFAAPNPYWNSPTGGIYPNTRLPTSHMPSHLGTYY
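His-tagged ERG Ets domain (1 uM in the protein solution; 300mM KCl, 50mM Tris-HCl, 1mM EDTA, 1mM DTT, pH 7.5) received compound, then a probe mix of 5 nM fluorescein-DNA and 100nM Texas-615-DNA. Fluorescence polarization was read for both dyes.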
LDHA block – qHTS assay for inhibitors of human lactate dehydrogenase; purified LDHA, NADH/diaphorase-resazurin fluorescence; hits give low values; activity change, % (values are at about 110 or 230 µM); hit rate 0.15% among 480,000; AID 1347041, 2019; in the data active = activity change below about -30%; inconclusive = mostly about -25% to -30%;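 note: plate controls were DMSO wells for no effect and wells without enzyme for full effect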
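Human LDH5 (2 nM) was incubated with 0.06 mM NADH and 0.2 mM pyruvate for 5 min at room temperature in Tris pH 7.4. Remaining NADH was coupled through diaphorase/resazurin, and resorufin fluorescence was read at 0 and 20 min.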
RGS4 inhibitor – Inhibitors of Regulator of G Protein Signaling (RGS) 4: qHTS; Potency, µM (highest dose often 114 µM), for the others: at the highest dose activity change, negative = inhibition, hits mostly inhibitors; AID 504845, 2011; Regulator of G-protein signaling 4 (Homo sapiens), P49798; hit rate 0.039% among 390,000; Transcreener GDP fluorescence polarization, RGS4-accelerated GTP hydrolysis; note: potency is the fitted concentration of half-maximal effect; % is set by controls: 0 for no effect and ±100 for the full control effect; nearly all actives have a fitted effect of over 75% in size; some results filed as inactive show a strong effect at the top dose
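MLSMR compounds (23 nl, pin-transferred) preincubated 10 min at room temperature with a 500nM (2x) first reagent, then RGS4 at 900nM (2x) plus Transcreener GDP mix added; fluorescence polarization (620/688 nm) read before and after 90 min at 30 °C.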
Active calls of the source: *; ? = inconclusive; . = not tested or not shown; & = joins results of further samples; [ ] = another dose, or the depositor's remark. Unless noted, calls come from the whole dose curve; as a rule, active = well fitted curve in the direction sought with a large enough effect; inconclusive = small, poorly fitted or top-dose-only effect, or another doubt; inactive = no such curve, though single readings can be large; an effect the other way counts as inactive or inconclusive.

SMILES | Vif-A3F inh | D2 antag | Glioma ERSR ind | 12-LOX inh | D2 ag | Vif-APOBEC3G blk | ERG Ets-DNA blk | LDHA block | RGS4 inhibitor
COc1cccc(OCC(Cn2c(C)nc3ccccc32)OC(C)=O)c1 (configuration not stated) | -5% | 0 | -2% | -9% | -1.4 | -2% | 4% | -2 | -1%
COc1ccc(N(CC(=O)Nc2cc(OC)ccc2OC)S(C)(=O)=O)cc1 | -9% | -10 | -1% | 0% | -1.0 | 0% | 0% | -1 | -15%
CCOC(=O)c1ccc(N=C2NC(=O)CS2)cc1 | 1% | . | 2% | -17% | . | 1% | 0% | -10 | 1%
O=C(NC1CCCC1)c1csc2c1CCCC2 | -10% | 0 | 6% | -1% | -1.7 | 0% | 8% | -4 | 10%
CCCC(=O)c1ccc(N2CCC(C)CC2)c(F)c1 | 3% | 1 | 0% | -4% | -3.2 | 9% | 19% | -1 | -19%[11.4 µM]
CCc1nn(CC(=O)NCc2ccco2)c(=O)c2cc3c(OC)cccc3n12 | -10% | . | 0% | -20% | -0.6 | -9% | 1% | -5 | -7%
Cc1cc(C)n(CCOc2ccc(Cl)cc2Cl)n1 | 0% | 11 | -4% | 0% | -1.1 | 0% | -11% | -2 | 24%[11.4 µM]
CCOCCCNC(=O)c1ccc2c(c1)ncn2-c1ccc(CC)cc1 | 4% | -3 | 1% | 1% | -2.2 | -2% | 9% | -2 | -13%
O=C(O)C(c1ccccc1)C1(O)CC2CCC1C2 (configuration not stated) | -9% | . | -6% | -8% | . | -2% | . | -6 | -22%
CCOc1ccccc1NC(=O)c1cnc(N2CCOCC2)c2ccccc12 | -4% | . | 0% | -38%&-19% | 0.4 | 1% | -6% | 7&-1 | 4%
CCNS(=O)(=O)c1ccc(CCC(=O)N2CCN(c3cc(Cl)ccc3C)CC2)cc1 | 1% | . | -2% | 9% | . | 0% | -2% | -4 | 10%
CCNC(=O)N1C[C@H]2CON(C)[C@H]2C[C@H]1c1ccccc1Br | -6% | . | -3% | 9% | . | 1% | . | -3 | .
O=C(Nc1ccc(N2CCCC2)c(Cl)c1)c1cccnc1 | -8% | -20 | 11% | 18% | 0.3 | -6% | -2% | 10 | -46%
CCn1c(CNC(=O)c2ccccc2Br)nnc1SCC(=O)NC1=NCCS1 | 2% | 30 | -2% | -9% | 0.2 | 0% | 0% | -6 | -7%
COc1ccc(CCNC(=O)CCCn2c(=O)c3cccn3c3cccnc32)cc1OC | -3% | . | -2% | -19% | 0.4 | 2% | 0% | 0 | 8%
Cc1cc(C(=O)NCC(=O)O)c(C)o1 | -12% | -6 | -2% | 3%[57.4 µM] | -0.6 | 1% | . | -11 | 2%
Cc1ccc(CNC(=O)c2cccc(S(C)(=O)=O)c2)cc1 | 0% | 5 | -2% | . | 0.2 | 9% | -7% | -1 | -4%
CC(C)(C)c1nc2ccccc2c2nnc(SCC(=O)NCc3ccco3)n12 | -4% | -11 | -4% | -4% | -2.0 | -7% | 3% | -5 | 21%
COc1ccc(Br)cc1C(=O)Nc1cccc2ncccc12 | 8% | -1 | -1% | -9% | 0.4 | 2% | 2% | 2 | -4%[56.9 µM]
CCOC(=O)c1ccccc1NC(=O)c1cn(-c2ccc(C)c(C)c2)c(=O)c2ccccc12 | -9% | -8 | 1% | -15% | 1.6 | -5% | -19% | -12 | -17%
COCCNC(=O)C1CCCN(S(=O)(=O)c2c(C)noc2/C=C/c2cccs2)C1 (configuration not stated) | 2% | -1 | -2% | 10% | -0.4 | 2% | 3% | -5 | 9%
CC1(C)NC(=O)N(CC(=O)OCC(=O)c2ccc(Br)s2)C1=O | 9% | . | -2% | ? | . | 4% | 10% | 3 | -14%
CCOC(=O)c1csc(NC(=O)c2ccc(OCC)cc2)n1 | 6% | 2 | -7% | 17% | 0.4 | -2% | 4% | -12 | -9%
CC(=O)COC(=O)CNC(=O)c1ccc(Br)cc1 | -7% | 11 | -2% | -3% | 0.0 | -1% | -1% | 3 | -20%
Cc1c(C)c2c(OCC(=O)N[C@@H](CC(C)C)C(=O)O)cc3c(c2oc1=O)CCC(C)(C)O3 | -19% | 23 | 11% | -13% | 0.6 | -11% | -6% | 3 | -18%[56.9 µM]
Cc1ccc(C(=O)NCC(=O)OCC(=O)c2ccc(Br)s2)cc1 | -8% | -6 | -4% | ? | 0.0 | -1% | 4% | 0 | -30%
O=C(Nc1cccc(Br)c1)c1cc(-c2ccc3c(c2)OCCO3)on1 | -13% | . | -5% | -13% | 4.1 | 2% | -1% | -2 | 8%
COc1ccc(OCCNc2cc(N3CCCCC3)ccc2[N+](=O)[O-])cc1 | 4% | -2 | -2% | 0% | 0.4 | 1% | -1% | -1 | -14%
NC(=S)NN=C1C=CCCC1 | 6% | . | 2% | ? | . | -6% | . | -10 | -28%
CC(C)(C)n1nnnc1C(c1ccncc1)N1CCCCCC1 (configuration not stated) | -1% | -9 | -1% | -11% | -1.4 | 2% | . | 4 | -16%
CCN(CC)c1ccc(NC(=O)c2cc(CN3CCCC3)on2)c(C)c1 | 1% | . | -2% | -5% | 0.2 | 5% | 3% | 14 | -16%
CN(C(=O)COC(=O)CSCc1cccc(Cl)c1)c1c(N)n(Cc2ccccc2)c(=O)[nH]c1=O | 1% | -4 | -3% | -11% | -0.5 | -1% | -5% | -1 | -2%
COc1ccc(CNC(=O)CCN2C(=O)c3ccccc3C2=O)cc1OC | 0% | -13 | -3% | ? | 1.9 | -4% | -1% | -11 | 11%
CC(C)(C)OC(=O)N1CCNc2ccccc2C1 | 4% | 31* | -1% | 35%[activator] | 1.2 | 0% | 0% | 2 | 8%
O=C(Nc1cc(Cl)ccc1Oc1ccccc1)c1ccc(F)cc1 | -7% | -6 | 0% | -17% | 0.3 | -8% | 1% | 2 | -8%
O=S(=O)(c1ccc(Cl)cc1)N1CCN(Cc2c[nH]c3ccccc23)CC1 | -6% | -4 | -2% | -23% | 0.2 | 1% | 0% | 0 | -16%
Nn1cc(-c2ccccc2)nc1SCC(=O)Nc1cccc(S(N)(=O)=O)c1 | -14% | -1 | 2% | 0% | -1.1 | -11% | -16% | -5 | -27%
COc1cc(C2CC(=O)Nc3cc(C)c(C)cc32)cc(OC)c1OC (configuration not stated) | 2% | -21 | -2% | -14% | -0.2 | ? | 3% | -9 | 25%
C=CCn1c(SCC(=O)Nc2cc(C)nn2-c2ccccc2)nnc1C1CCCCC1 | -4% | -5 | -2% | 1% | -0.1 | -1% | 8% | -3 | -34%
CCc1nc(-c2ccc(C)c(S(=O)(=O)N3CCN(c4ccc(C(C)=O)cc4)CC3)c2)no1 | 2% | . | -3% | -24% | -0.9 | 2% | 2% | -9 | 16%

An excerpt of these results, as a markdown table.
| smiles | Vif-A3F inh | D2 antag | Glioma ERSR ind | 12-LOX inh | D2 ag | Vif-APOBEC3G blk | ERG Ets-DNA blk | LDHA block | RGS4 inhibitor |
| --- | --- | --- | --- | --- | --- | --- | --- | --- | --- |
| O=S(=O)(c1ccc(Cl)cc1)N1CCN(Cc2c[nH]c3ccccc23)CC1 | -6% | -4 | -2% | -23% | 0.2 | 1% | 0% | 0 | -16% |
| Nn1cc(-c2ccccc2)nc1SCC(=O)Nc1cccc(S(N)(=O)=O)c1 | -14% | -1 | 2% | 0% | -1.1 | -11% | -16% | -5 | -27% |
| COc1cc(C2CC(=O)Nc3cc(C)c(C)cc32)cc(OC)c1OC (configuration not stated) | 2% | -21 | -2% | -14% | -0.2 | ? | 3% | -9 | 25% |
| C=CCn1c(SCC(=O)Nc2cc(C)nn2-c2ccccc2)nnc1C1CCCCC1 | -4% | -5 | -2% | 1% | -0.1 | -1% | 8% | -3 | -34% |
| CCc1nc(-c2ccc(C)c(S(=O)(=O)N3CCN(c4ccc(C(C)=O)cc4)CC3)c2)no1 | 2% | . | -3% | -24% | -0.9 | 2% | 2% | -9 | 16% |

Going on with the list.
SMILES | Vif-A3F inh | D2 antag | Glioma ERSR ind | 12-LOX inh | D2 ag | Vif-APOBEC3G blk | ERG Ets-DNA blk | LDHA block | RGS4 inhibitor
Cc1onc(-c2ccccc2)c1C(=O)Nc1sc2c(c1C#N)CCC(C)C2 (configuration not stated) | 2% | -5 | 0% | -1% | -0.5 | ? | . | 4 | -13%
Cc1c(Cl)cccc1NC(=O)[C@@H](NC(=O)c1ccccc1Cl)C(C)C | -8% | -4 | -3% | -10% | -1.3 | 4% | -5% | -12 | -13%
O=C(O)[C@H](Cc1c[nH]c2ccccc12)Nc1ncccc1[N+](=O)[O-] | 0% | 1 | -6% | 14% | -1.5 | -1% | 4% | -4 | 9%
O=C(NCCCN1CCN(c2ccccc2)CC1)c1cc2c(s1)-c1ccccc1OC2 | 5% | . | -6% | -20% | . | -2% | -1% | -5 | -4%

Screens from PubChem.

An excerpt; rates above refer to the full screens.
